Nrf2 ARE act: qHTS of Nrf2 Activators; AREc32 ARE-luciferase reporter (MCF7-derived line), luminescence, 24 h; Potency, µM (titrated, usually from 46.1 µM), for inactives: at the top dose activation, most hits filed as activators; actives 0.31% (n = 410,000); AID 624171, 2012; further: potency means the concentration at half of the fitted maximal effect; % of control where 0% means no effect; nearly all actives have a fitted effect of over 65% in size
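For detection, Steady-Glo was added and plates sat 30 min at RT; before that, AREc32_Fluc cells grown overnight in OPTI-MEM/5% FBS had been treated with 23 nL compound for 24 hr at 37 deg C.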
HepG2 tox: qHTS for Inhibitors of TGF-b: Cytotox Counterscreen | HepG2 CAGA-GFP viability, ATP luminescence, 18 h | Potency, µM (series often up to 46.1 µM), for inactives: top-dose activity change, negative = cytotoxicity, actives largely listed as cytotoxic | actives 0.76% (n = 410,000); further: potency means the concentration at half of the fitted maximal effect; some results filed as inactive show a strong effect at the top dose
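CellTiter-Glo luminescence gave cytotoxicity after 18 hours at 37 degrees C. The cells were HepG2 CAGA-GFP in 1% FBS DMEM, stimulated with 500 pg/mL TGF-beta after compound addition. %Activity was normalised to no-cell wells (complete cell-killing) and DMSO (no toxicity), and curves were fitted and classified.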
Mm-Cpn inhibitor: Inhibitors of TCP-1 ring complex (TRiC) of Methanococcus maripaludis (MmCpn): qHTS. Chaperonin Mm-Cpn (Methanococcus maripaludis). AID 504842, 2011. Potency, µM (series often up to 76.9 µM), inactives show at the top dose activity, negative = inhibition, actives largely listed as inhibitors. purified Mm-Cpn ATPase, ADP Transcreener TR-FRET. actives 0.031% (n = 330,000); further: potency means the concentration at half of the fitted maximal effect; on the % scale 0 is the no-effect control and ±100 the full control effect; nearly all actives have a fitted effect of over 80% in size
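Eu-cryptate anti-ADP/ADP-d2 competition gives a ratio inversely related to ADP. Enzyme at 25 nM was pre-exposed to compound for 10 min, then given 10 uM ATP for 30 min, 37°C throughout.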
TGFb SMAD3 inh: qHTS for Inhibitors of TGF-b | actives 1.2% (n = 410,000) | AID 588855, 2011 | Potency, µM (titrated, usually from 46.1 µM), for inactives: top-dose activity, negative = inhibition, usual class: inhibitors | HepG2 CAGA-GFP TGF-b/SMAD3 reporter, GFP fluorescence, 18 h; TGF-beta stimulated, 500 pg/mL final; further: potency means the concentration at half of the fitted maximal effect; on the % scale 0 is the no-effect control and ±100 the full control effect; nearly all actives have a fitted effect of over 65% in size
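HEPG2 CAGA-GFP cells (1000/well, DMEM with 1% FBS) were pre-incubated 2 h at 37 degrees C, given compound by pin tool, then stimulated with TGF-beta at 500 pg/mL final for 18 h before per-cell GFP fluorescence imaging.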
A549 tox: Nrf2 qHTS screen for inhibitors: counterscreen for cytotoxicity; A549 ARE-Fluc cells, CellTiter-Fluor viability, 18-24 h; Potency, µM (top dose mostly 46 µM), for the others: at the top dose activity change, negative = cytotoxicity, most hits filed as inhibitors; actives 0.16% (n = 390,000); AID 504648, 2011; further: potency means the concentration at half of the fitted maximal effect; on the % scale 0 is the no-effect control and ±100 the full control effect
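A549 ARE_Fluc cells in 5% FBS OPTI-MEM were exposed to compounds in concentration-response for 18-24 h at 37 deg C. Viability was read by CellTiter-Fluor fluorescence (Ex 405/Em 525) after 30 min, before the luciferase read.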
Abeta yeast res: qHTS for compounds that reverse cellular toxicity of Amyloid beta (A-beta) peptide in yeast: Primary Screen | yeast expressing A-beta42, growth rescue, OD600, 48 h; response scale: 0% DMSO, 100% iron-clioquinol control | Potency, µM (series often up to 46.1 µM), for the others: at the top dose growth rescue, actives largely listed as activators | actives 0.063% (n = 410,000); further: potency means the concentration at half of the fitted maximal effect; nearly all actives have a fitted effect of over 55% in size
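Yeast growth medium received pinned compounds, then yeast cells expressing toxic A-beta were added; plates incubated at 30 C for 48 hr. Growth read as absorbance at 600 nm, normalized to DMSO and equimolar FeCl3 plus clioquinol controls.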
Nrf2 inh: Nrf2 qHTS screen for inhibitors; Potency, µM (doses to about 46 µM), for the others: at the top dose activity change, negative = inhibition, hits mostly inhibitors; A549 ARE-Fluc reporter, luciferase luminescence, 18-24 h; actives 2.1% (n = 360,000); further: potency means the concentration at half of the fitted maximal effect; on the % scale 0 is the no-effect control and ±100 the full control effect; nearly all actives have a fitted effect of over 60% in size
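Cells were seeded and rested 2 h, then exposed to compounds for 18-24 h. CellTiter-Fluor was read first as a viability measure. BugLite was added 15 min before the final luminescent read of ARE-luciferase activity in A549 cells.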
Akt phos inh: HTS Assay for Inhibitors of Akt Phophorylation: Primary Screen | Neuro2A IGF-stimulated pAkt S473 HTRF, 20 min; hits give low values | activity change, % for hits at 50 µM | actives 0.32% (n = 360,000); in the data active means activity change below about -80%; inconclusive means mostly about -51% to -80%; further: on the % scale 0 is the no-effect control and ±100 the full control effect
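Neuro2A cells in DMEM with 0.5% FBS, overnight at 37 deg C, given compound at single 50 µM final, then IGF (6 nM final) for 20 min at 37 deg C. Lysed; phospho-Akt Ser473 by HTRF after 24 h, 665/615 ratio.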
CCT modulator: High-Throughput Screening for Modulators of Cytosolic Chaperonin Activity. purified chaperonin ATPase assay, HTRF ADP detection, 30 min. activity change, % (concentration not given with the values), hits read low. actives 0.3% (n = 360,000). AID 651819, 2012; in the data active means activity change below about -30%; further: on the % scale 0 is the no-effect control and ±100 the full control effect
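ATPase activity: ADP formed was measured by HTRF Transcreener (665/615 nm ratio) after 30 min at 37 deg C with 10 uM ATP. Compounds screened at one 76 uM concentration against 40 or 20 nM TRiC in Tris pH 7.4/KCl/MgCl2/DTT buffer.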
* = called active by the depositor; i = inactive; ? = inconclusive; nt = no result given; & = joins results of further samples; [ ] = remark or other dose. Unless noted, the call rests on the fitted dose curve; in most records, active means well fitted curve in the direction sought with a large enough effect; inconclusive means small, poorly fitted or top-dose-only effect, or another doubt; inactive means no such curve, though single readings can be large; an effect the other way counts as inactive or inconclusive.

#	Compound	CCT modulator	Mm-Cpn inhibitor	Nrf2 ARE act	Akt phos inh	Nrf2 inh	A549 tox	HepG2 tox	TGFb SMAD3 inh	Abeta yeast res
1	COc1ccccc1NCC(=O)N/N=C/c1cccnc1	-0.1	-1%	1.7%	i	9%	-5%	5%	5%	17%
2	COc1ccc(C2C3=C(CC(C)(C)CC3=O)OC(N)=C2[N+](=O)[O-])cc1 (stereo not given)	-1.8	1%	2.7%	i	12%	?	3%	2%	-6%
3	Fc1ccc(C2=NC(c3cccc(C(F)(F)F)c3)=Nc3ccccc3N2)cc1	nt	nt	8.8%	nt	-24%	-7%	-24%	-8%	-2%
4	O=C(OCC(=O)N1CCCC1)c1ccccc1C(=O)c1ccccc1	-0.6	-2%	2.6%	i	?	0%	-1%	-3%	-2%
5	Cc1cc2oc(C(=O)Nc3ccc(S(=O)(=O)N4CCCC(C)C4)cc3)cc(=O)c2cc1Cl (stereo not given)	1.6	0%	-1.1%	i	5%	-2%	1%	1%	1%
6	Cc1c(C(=O)NC(C)c2ccncc2)oc2ccccc12 (stereo not given)	-0.7	-3%	0.3%	i	18%	-4%	-2%	?	0%
7	O=C1C(C=Nc2ccc(F)cc2)=C(O)c2ccccc21	1.5	-10%	?	i	25%	-2%	0%	0%	-18%
8	COCCn1c(=NC(=O)/C=C/c2ccccc2Cl)sc2cc(NC(C)=O)ccc21	-0.5	-4%	-0.4%[9.22 µM]	i	-20%	13%	18%	24%	19%
9	Cc1cccc(NC(=O)NCC2CC2)c1	1.4	1%	-0.7%	i	16%	0%	9%	-1%	8%
10	COc1cccc(C(=O)Nc2cc(NC(=O)c3cccs3)ccc2C)c1OC	0.0	3%	-0.5%	i	?	?	-3%	?	-7%
11	O=S(=O)(NCc1cccnc1)c1cccn1-c1ncc(C(F)(F)F)cc1Cl	-1.5	2%	0.4%	i	16µM*	-12%	-3%	-13%	5%
12	COc1cc(NC(=O)CCn2c(=S)oc3ccccc32)cc(OC)c1OC	2.4	4%	0.3%	i	-6%	0%	-14%	-12%	2%
13	O=C(NCC1CCCO1)c1ccc2c(=O)n(-c3ccccc3)c(=S)[nH]c2c1 (stereo not given)	-5.0	2%	-0.1%	i	-14%	-1%	19%	-30%	15%
14	CC(C)OCCCn1c(SCc2cccc(Br)c2)nc2c(sc3ccccc32)c1=O	nt	nt	0.3%	nt	nt	2%	1%	-7%	-9%
15	COc1cc(CN2CCN(CCOCCO)CC2)cc(OC)c1OC	1.3	3%	-0.4%	i	1%	12%	5%	9%	6%
16	Cc1ccc(N(CC(=O)N/N=C/c2ccc(OC3CSC3)cc2)S(=O)(=O)c2ccccc2)c(C)c1	-3.3	-1%	-1.2%	i	2%	3%	24%	10%	-11%
17	Cc1ccccc1CN1CCCN(CC(=O)Nc2c(C)cccc2C)S1(=O)=O	nt	nt	4.8%	nt	nt	15%	-15%	0%	-1%
18	Cc1nnc(NC(=O)CSc2nnc(CC(=O)Nc3ccccc3C)n2C)s1	0.1	0%	0.7%	i	?	-5%	-5%	-9%	1%
19	COc1cc(OC)cc(C(=O)N/N=C\c2ccoc2)c1	-1.0	-5%	-1.0%	i	-2%	2%	-8%	-9%	12%
20	FC(F)(F)c1cc(N2CCN(Cc3ccccc3)CC2)c2ccccc2n1	1.4	0%	0.3%	i	2%	1%	6%	-1%	5%
21	CCCN(CCC)C(=O)CSc1nc2ccccc2c(=O)n1C1CCCC1	2.0	0%	-0.2%	i	?	?	-7%	?	-25%
22	CCOc1ccc(Br)cc1S(=O)(=O)N1CCC(C(=O)O)CC1	1.7	1%	-0.8%	i	0%	0%	3%	3%	1%
23	O=C(CSc1oc(-c2ccco2)nc1S(=O)(=O)c1ccc(Cl)cc1)c1ccc(Cl)cc1	nt	nt	6.1%	nt	0%[9.27 µM]	-17%	-4%	-33%	3%
24	O=C(c1cccnc1)N1N=C(c2cccs2)CC1c1ccc(F)cc1 (stereo not given)	-0.7	-12%	7.6%	i	-2%	0%	-14%	?	5%
25	COc1ccc(OCc2nn3c(-c4cccc(OC)c4)nnc3s2)cc1	-0.8	1%	0.0%	i	nt	-9%	-6%	11%	3%

Next section (6 carried over from the part before).
#	Compound	CCT modulator	Mm-Cpn inhibitor	Nrf2 ARE act	Akt phos inh	Nrf2 inh	A549 tox	HepG2 tox	TGFb SMAD3 inh	Abeta yeast res
20	FC(F)(F)c1cc(N2CCN(Cc3ccccc3)CC2)c2ccccc2n1	1.4	0%	0.3%	i	2%	1%	6%	-1%	5%
21	CCCN(CCC)C(=O)CSc1nc2ccccc2c(=O)n1C1CCCC1	2.0	0%	-0.2%	i	?	?	-7%	?	-25%
22	CCOc1ccc(Br)cc1S(=O)(=O)N1CCC(C(=O)O)CC1	1.7	1%	-0.8%	i	0%	0%	3%	3%	1%
23	O=C(CSc1oc(-c2ccco2)nc1S(=O)(=O)c1ccc(Cl)cc1)c1ccc(Cl)cc1	nt	nt	6.1%	nt	0%[9.27 µM]	-17%	-4%	-33%	3%
24	O=C(c1cccnc1)N1N=C(c2cccs2)CC1c1ccc(F)cc1 (stereo not given)	-0.7	-12%	7.6%	i	-2%	0%	-14%	?	5%
25	COc1ccc(OCc2nn3c(-c4cccc(OC)c4)nnc3s2)cc1	-0.8	1%	0.0%	i	nt	-9%	-6%	11%	3%
26	O=C(CNC(=O)c1ccc(N2C(=O)c3ccccc3C2=O)cc1)OCC(=O)c1cccc2ccccc12	0.0	-1%	-0.3%	i	3%	-4%	-4%	6%	2%
27	N#CC1=C(N)Oc2cc(N)ccc2C1c1ccccc1 (stereo not given)	-0.5	nt	0.6%	i	-15%	-1%	-3%	1%	7%
28	CC(=O)Nc1cccc(NC(=S)Nc2ccc(F)cc2F)c1	0.5	2%	1.4%	i	-3%	-1%	-19%	-1%	3%
29	COc1ccc(NC(=O)CN2C(=O)NC(C)(c3ccccc3)C2=O)c(OC)c1 (stereo not given)	-0.3	2%	0.3%	i	-16%	-15%	-17%	13%	-1%
30	COC(=O)c1ccc(-n2c(C)cc(/C=N/n3cnnc3)c2C)cc1	-2.0	1%	2.3%	i	-1%	-6%	-9%	26%	6%
31	O=[N+]([O-])c1ccc(-c2nc3ccc([N+](=O)[O-])cc3[nH]2)cc1	-0.9	2%	2.0%	i	-12%	-14%	-28%	?	-23%
32	Nn1c(SCC(=O)NC2CCCCC2)nnc1-c1ccco1	1.0	2%	-1.0%	i	7%	-1%	-5%	-7%	-6%
33	O=C1CSC2=NCN(c3ccc4c(c3)OCO4)CN12	-2.0	-2%	3.8%	i	?	nt	-1%	-1%	-1%
34	CCOC(=O)c1sc(N)c(C(=O)Nc2ccccc2)c1C	-1.2	-21%	4.2%	i	23%	-5%	7%	-5%	20%
35	Cc1cccc(OCC(=O)NC(=S)Nc2ccccc2N2CCOCC2)c1C	0.0	0%	0.6%	i	0%	9%	-14%	1%	-7%
36	CCN(CC)S(=O)(=O)c1ccc2c(c1)N(CC(=O)Nc1ccc(NC(C)=O)cc1)C(=O)CO2	-1.5	0%	2.4%	i	6%	-2%	-2%	14%	-11%
37	COc1ccc(NC(=O)NC2CCCCCCC2)c(OC)c1	0.6	-2%	-0.6%	i	22%	-3%	7%	13%	0%
38	CCOC(=O)C1=C(CN2c3ccccc3CC2C)NC(=O)NC1c1ccccc1 (stereo not given)	1.1	2%	1.6%	i	?	-3%	-12%	?	17%
39	CCc1ccc(NC(=O)CC2C(=O)Nc3c2c(=O)n(C)c(=O)n3C)cc1 (stereo not given)	1.2	1%	0.2%	nt	nt	0%	8%	-10%	-7%
40	NC(=O)CCCn1c(C(=O)c2ccc(Cl)cc2)c2ccc([N+](=O)[O-])cc2[n+]1[O-]	-2.9	0%	?	i	5%	-20%	-33%	?	3%
41	CCOc1ccccc1CNc1ncnc2ccc(-c3c(C)noc3C)cc12	nt	-3%&-2%	26%	nt	16µM*	0%&-5%	-40%	-19%	-9%

Reformatted with one line to a screen: entries from further up.
36	CCN(CC)S(=O)(=O)c1ccc2c(c1)N(CC(=O)Nc1ccc(NC(C)=O)cc1)C(=O)CO2
37	COc1ccc(NC(=O)NC2CCCCCCC2)c(OC)c1

Assay by compound	36	37
CCT modulator	-1.5	0.6
Mm-Cpn inhibitor	0%	-2%
Nrf2 ARE act	2.4%	-0.6%
Akt phos inh	i	i
Nrf2 inh	6%	22%
A549 tox	-2%	-3%
HepG2 tox	-2%	7%
TGFb SMAD3 inh	14%	13%
Abeta yeast res	-11%	0%
